Nrf2 block: Nrf2 qHTS screen for inhibitors; A549 ARE-Fluc reporter, luciferase luminescence, 18-24 h; Potency, µM (titrated, usually from 46 µM), for inactives: at the top dose activity change, negative = inhibition, most hits filed as inhibitors; 2.1% of 360,000 active; note: potency is the fitted concentration of half-maximal effect; % is set by controls: 0 for no effect and ±100 for the full control effect; nearly all actives have a fitted effect of over 60% in size
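Cells were seeded and rested 2 h, then exposed to compounds for 18-24 h. CellTiter-Fluor was read first as a viability measure. BugLite was added 15 min before the final luminescent read of ARE-luciferase activity in A549 cells.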
HepG2 viability: qHTS for Inhibitors of TGF-b: Cytotox Counterscreen. HepG2 CAGA-GFP viability, ATP luminescence, 18 h. Potency, µM (doses to about 46.1 µM), inactives show at the highest dose activity change, negative = cytotoxicity, usual class: cytotoxic. 0.76% of 410,000 active. AID 588856, 2011; note: potency is the fitted concentration of half-maximal effect; some results filed as inactive show a strong effect at the top dose
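CellTiter-Glo luminescence gave cytotoxicity after 18 hours at 37 degrees C. The cells were HepG2 CAGA-GFP in 1% FBS DMEM, stimulated with 500 pg/mL TGF-beta after compound addition. %Activity was normalised to no-cell wells (complete cell-killing) and DMSO (no toxicity), and curves were fitted and classified.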
pAkt inh: HTS Assay for Inhibitors of Akt Phophorylation: Primary Screen | Neuro2A IGF-stimulated pAkt S473 HTRF, 20 min; stronger effect = lower value | activity change, % for hits at 50 µM | 0.32% of 360,000 active | AID 651550, 2012; in the data active = activity change below about -80%; inconclusive = mostly about -51% to -80%; note: % is set by controls: 0 for no effect and ±100 for the full control effect
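Neuro2A cells in DMEM with 0.5% FBS, overnight at 37 deg C, given compound at single 50 µM final, then IGF (6 nM final) for 20 min at 37 deg C. Lysed; phospho-Akt Ser473 by HTRF after 24 h, 665/615 ratio.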
Mm-Cpn inhibitor: Inhibitors of TCP-1 ring complex (TRiC) of Methanococcus maripaludis (MmCpn): qHTS | Chaperonin Mm-Cpn (Methanococcus maripaludis) | purified Mm-Cpn ATPase, ADP Transcreener TR-FRET | Potency, µM (titrated, usually from 76.9 µM), for inactives: at the highest dose activity, negative = inhibition, usual class: inhibitors | 0.031% of 330,000 active; note: potency is the fitted concentration of half-maximal effect; % is set by controls: 0 for no effect and ±100 for the full control effect; nearly all actives have a fitted effect of over 80% in size
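Purified archaeal chaperonin (25 nM final) was preincubated with compound for 10 min at 37°C, then ATP (10 uM final) was added for 30 min at 37°C in Tris pH 7.4/KCl/MgCl2/DTT buffer. ADP was quantified by HTRF Transcreener TR-FRET.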
TGFb SMAD3 inh: qHTS for Inhibitors of TGF-b. HepG2 CAGA-GFP TGF-b/SMAD3 reporter, GFP fluorescence, 18 h; TGF-beta stimulated, 500 pg/mL final. Potency, µM (series often up to 46.1 µM), inactives show at the highest dose activity, negative = inhibition, hits mostly inhibitors. 1.2% of 410,000 active; note: potency is the fitted concentration of half-maximal effect; % is set by controls: 0 for no effect and ±100 for the full control effect; nearly all actives have a fitted effect of over 65% in size
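TGF-beta reporter screen: HEPG2 CAGA-GFP, 1% FBS, 500 pg/mL TGF-beta final, 18 h; per-cell GFP summed per well; curves fitted and categorized by class.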
Abeta rescue: qHTS for compounds that reverse cellular toxicity of Amyloid beta (A-beta) peptide in yeast: Primary Screen; 0.063% of 410,000 active; yeast expressing A-beta42, growth rescue, OD600, 48 h; response scale: 0% DMSO, 100% iron-clioquinol control; Potency, µM (doses to about 46.1 µM), for the others: at the highest dose growth rescue, most hits filed as activators; AID 1347071, 2019; note: potency is the fitted concentration of half-maximal effect; nearly all actives have a fitted effect of over 55% in size
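Yeast growth medium received pinned compounds, then yeast cells expressing toxic A-beta were added; plates incubated at 30 C for 48 hr. Growth read as absorbance at 600 nm, normalized to DMSO and equimolar FeCl3 plus clioquinol controls.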
A549 viability: Nrf2 qHTS screen for inhibitors: counterscreen for cytotoxicity; A549 ARE-Fluc cells, CellTiter-Fluor viability, 18-24 h; Potency, µM (titrated, usually from 46 µM), without a hit: at the highest dose activity change, negative = cytotoxicity, actives largely listed as inhibitors; 0.16% of 390,000 active; AID 504648, 2011; note: potency is the fitted concentration of half-maximal effect; % is set by controls: 0 for no effect and ±100 for the full control effect
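A549 ARE-Fluc cells in 5% FBS OPTI-MEM, 5000 cells/well, rested 2 h then exposed to compounds in concentration-response for 18-24 h at 37 °C. Viability by CellTiter-Fluor fluorescence (Ex 405/Em 525) after 30 min; luciferase luminescence (BugLite, 15 min, RT) read afterwards.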
CCT chaperon mod: High-Throughput Screening for Modulators of Cytosolic Chaperonin Activity. purified chaperonin ATPase assay, HTRF ADP detection, 30 min. activity change, % (concentration not given with the values), hits read low. 0.3% of 360,000 active. AID 651819, 2012; in the data active = activity change below about -30%; note: % is set by controls: 0 for no effect and ±100 for the full control effect
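Nucleotide hydrolysis assay: TRiC at 20–40 nM final (set by batch activity) with 10 uM ATP, 30 min at 37 °C, in presence of 76 uM compound. Detection by competitive ADP HTRF, 30 min ambient.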
Nrf2 ARE act: qHTS of Nrf2 Activators. Potency, µM (series often up to 46.1 µM), inactives show top-dose activation, actives largely listed as activators. 0.31% of 410,000 active. AREc32 ARE-luciferase reporter (MCF7-derived line), luminescence, 24 h. AID 624171, 2012; note: potency is the fitted concentration of half-maximal effect; % of control where 0% means no effect; nearly all actives have a fitted effect of over 65% in size
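For detection, Steady-Glo was added and plates sat 30 min at RT; before that, AREc32_Fluc cells grown overnight in OPTI-MEM/5% FBS had been treated with 23 nL compound for 24 hr at 37 deg C.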
The depositor's hits bear a star; i = inactive; ? = inconclusive; . = no result given; [ ] = dose if it differs, or a comment. Unless noted, calls come from the whole dose curve; as a rule, active = well fitted curve in the direction sought with a large enough effect; inconclusive = small, poorly fitted or top-dose-only effect, or another doubt; inactive = no such curve, though single readings can be large; an effect the other way counts as inactive or inconclusive.

Short forms – A = Nrf2 block; B = HepG2 viability; C = pAkt inh; D = Mm-Cpn inhibitor; E = TGFb SMAD3 inh; F = Abeta rescue; G = A549 viability; H = CCT chaperon mod; I = Nrf2 ARE act
> O=C(C1CCC(=O)N(C2CC2)C1)N1CCN(c2ccccc2Cl)CC1 (stereo not given)
  A: 12%; B: 4%; C: i; D: 0%; E: 1%; F: -1%; G: 3%; H: 0.9; I: -0.4%
> Cc1cc(NC(=O)CSc2nc3c(c(=O)n(C)c(=O)n3C)n2C(C)C)no1
  A: -1%; B: -2%; C: i; D: 1%; E: 0%; F: 2%; G: -5%; H: 0.7; I: -0.7%
> CS(=O)(=O)c1ccc2nc(NC(=O)c3cc4ccccc4o3)sc2c1
  A: -11%; B: -14%; C: i; D: -2%; E: 9%; F: 1%; G: -3%; H: 1.8; I: 0.1%
> C[C@H]1CN([C@@H](C)CO)C(=O)c2cc(-c3ccccc3F)cnc2O[C@@H]1CN(C)C(=O)NC1CCCCC1
  A: .; B: 2%; C: i; D: .; E: 8%; F: 3%; G: .; H: -0.7; I: 3.9%
> CC1=C(C(N)=O)C(c2cccc(C)c2)n2nc(-c3ccc(Cl)cc3)nc2N1 (stereo not given)
  A: .; B: -28%; C: .; D: .; E: -24%; F: -2%; G: -5%; H: .; I: 9.2%
> Cc1cc2oc(=O)cc(CN3CCN(S(=O)(=O)/C=C/c4ccccc4)CC3)c2cc1C
  A: -25%; B: -23%; C: i; D: 0%; E: -4%; F: -17%; G: -9%; H: 0.3; I: -0.9%
> COc1cccc(CNC(=O)C2CCN(S(=O)(=O)c3cccc4cccnc34)CC2)c1
  A: -18%; B: 2%; C: i; D: 2%; E: -20%; F: -2%; G: -3%; H: 0.0; I: 0.4%
> COc1ccc(-c2nc3ccc(Cl)cn3c2NC2CCCCC2)cc1SC1CCCCC1
  A: -22%; B: -25%; C: i; D: -4%; E: ?; F: 13%; G: -19%; H: -5.4; I: 3.4%
> CC(N)C12CC3CC(C1)CC(C(C)N)(C3)C2 (stereo not given)
  A: -1%; B: 0%; C: i; D: -3%; E: -12%; F: 6%; G: -9%; H: -0.2; I: -0.1%
> COc1ccc(NC(=O)CSc2nc(N)c(-c3ccccc3)c(=O)[nH]2)cc1
  A: 2%; B: 3%; C: i; D: 0%; E: -5%; F: 10%; G: -7%; H: 1.0; I: 0.1%
> C=CCSc1nc2c(c(=O)[nH]1)C(c1ccccc1)C(C#N)=C(N)O2 (stereo not given)
  A: 14%; B: 12%; C: i; D: 0%; E: -7%; F: 4%; G: 5%; H: 2.7; I: 3.3%
> CC1=NN(c2ccccc2)C(=O)/C1=C\C=C1\N(C)c2ccccc2C1(C)C
  A: -17%; B: 17%; C: i; D: 0%; E: -7%; F: -40%[inhibitor]; G: -17%; H: -3.0; I: 0.3%
> CCOC(=O)CC1C(=O)NCCN1C(=O)COc1ccc(C(C)(C)C)cc1 (stereo not given)
  A: 10%; B: -10%; C: i; D: 3%; E: 7%; F: 5%; G: 1%; H: 0.9; I: -0.3%
> COc1ccc(OC(C)c2nc3ccccc3[nH]2)cc1 (stereo not given)
  A: 9.2µM*; B: 0%; C: .; D: .; E: -3%; F: -1%; G: -19%; H: .; I: 5.2%
> Cc1c(Cl)cccc1-n1c(SCC(=O)N2CCC(C(=O)O)CC2)nc2ccccc2c1=O
  A: 2%; B: -16%; C: i; D: 0%; E: 13%; F: 0%; G: -17%; H: -1.0; I: -0.7%

3 compounds out of the list above, arranged by the number in Nrf2 ARE act, low to high.
Structure	Nrf2 ARE act
Cc1c(Cl)cccc1-n1c(SCC(=O)N2CCC(C(=O)O)CC2)nc2ccccc2c1=O	-0.7%
C[C@H]1CN([C@@H](C)CO)C(=O)c2cc(-c3ccccc3F)cnc2O[C@@H]1CN(C)C(=O)NC1CCCCC1	3.9%
CC1=C(C(N)=O)C(c2cccc(C)c2)n2nc(-c3ccc(Cl)cc3)nc2N1 (stereo not given)	9.2%

Carrying on:
Short forms – A = Nrf2 block; B = HepG2 viability; C = pAkt inh; D = Mm-Cpn inhibitor; E = TGFb SMAD3 inh; F = Abeta rescue; G = A549 viability; H = CCT chaperon mod; I = Nrf2 ARE act
> CC1CCCCN1C(=O)COc1ccccc1F (stereo not given)
  A: -5%; B: 15%; C: i; D: 0%; E: 28%; F: -1%; G: 1%; H: -1.8; I: 2.4%
> CCOC(=O)c1ccc(NC(=O)CCC(=O)N2CCSc3ccccc32)cc1
  A: 25%; B: -36%; C: .; D: .; E: ?; F: -5%; G: -2%; H: .; I: 0.4%
> CCOC(=O)N1CCC(NC(=O)c2ccc3c(c2)N=C(C)c2ccccc2S3)CC1
  A: 21µM*; B: -10%; C: i; D: 0%; E: -14%; F: 8%; G: -5%; H: -0.1; I: 2.5%
> Cc1ccc(-c2nnc(Nc3ccccc3)c3ccccc23)cc1S(=O)(=O)NCC1CCCO1 (stereo not given)
  A: ?; B: 17%; C: i; D: -2%; E: -6%; F: -7%; G: -3%; H: -0.2; I: 0.0%
> COc1ccc(NC(=O)COC(=O)Cn2cnc3ccccc32)cc1
  A: 10%; B: -3%; C: i; D: 0%; E: -9%; F: 4%; G: 10%; H: -0.3; I: -0.5%
> CCCOC(=O)C1=C(C)NC2=C(C(=O)CCC2)C1c1cccc(OC)c1OC (stereo not given)
  A: 5%; B: 0%; C: .; D: 0%; E: 2%; F: 9%; G: -2%; H: -1.4; I: -0.2%
> CCOC(=O)N1CCN(C(=O)/C(=C\c2ccc(SC)cc2)NC(=O)c2ccccc2)CC1
  A: 2%; B: -4%; C: i; D: -2%; E: -6%; F: 16%; G: 2%; H: 1.3; I: -0.1%
> O=C(Cc1ccc(Cl)cc1)N/N=C/c1ccc(O)c(O)c1
  A: .; B: -54%; C: i; D: .; E: ?; F: 3%; G: .; H: -1.3; I: 17%
> CN(C)CCCN1c2ccc3ccccc3c2Sc2cccc(Cl)c21
  A: 12%; B: -115%; C: i; D: .; E: ?; F: 12%; G: -10%; H: -3.6; I: 17%
> COc1ccccc1N(C(=O)c1csnn1)C(C(=O)NC1CCCC1)c1ccccc1 (stereo not given)
  A: -25%; B: -2%; C: i; D: 0%; E: 6%; F: 5%; G: -1%; H: -0.2; I: 0.3%
> COc1ccccc1Nc1nc(N)nc(-c2cc3ccccc3o2)n1
  A: 9%; B: -37%; C: i; D: -7%; E: 0%; F: 10%; G: 2%; H: 0.2; I: 2.7%
> COc1ccc(C(=O)c2cn[nH]c2-c2cc(Cl)ccc2O)cc1
  A: 7%; B: -12%; C: i; D: -1%; E: 30%; F: 9%; G: -5%; H: -0.7; I: -0.4%
> Cc1ccnc(NS(=O)(=O)c2ccc(NS(=O)(=O)Cc3ccccc3)cc2)n1
  A: 3%; B: -15%; C: i; D: 1%; E: 4%; F: 3%; G: -1%; H: 3.9; I: -0.1%
> CCc1ccc(NC2=CC(=O)CC(c3ccco3)C2)cc1 (stereo not given)
  A: 6%; B: -16%; C: i; D: -1%; E: ?; F: 7%; G: -4%; H: 1.3; I: 12%
> C[C@H](CO)N1C[C@H](C)[C@@H](CN(C)C(=O)Nc2ccccc2)Oc2c(NS(=O)(=O)c3ccc(F)cc3)cccc2C1=O
  A: 6%; B: 0%; C: i; D: 3%; E: -9%; F: 0%; G: 4%; H: 1.2; I: -0.2%
> O=C(CSc1nnnn1C1CCCCC1)Nc1ccc(F)cc1
  A: 5%; B: 3%; C: i; D: 5%; E: -19%; F: 1%; G: 4%; H: 0.4; I: -0.1%
> Cc1ccc(NC(=O)Cc2nn(C)c(=O)c3ccccc23)cc1F
  A: ?; B: -29%; C: i; D: -8%; E: 0%; F: -2%; G: -11%; H: -1.1; I: 0.8%
> O=C(C1CC1)N1CCc2cc(S(=O)(=O)NCc3ccccc3)ccc21
  A: -2%; B: 6%; C: i; D: -1%; E: 10%; F: .; G: -5%; H: -3.7; I: 2.8%
> CCC(C)(C)C1CCc2c(sc(N)c2C(N)=O)C1 (stereo not given)
  A: 18µM*; B: -8%; C: i; D: -1%; E: ?; F: 4%; G: 8%; H: -2.2; I: 3.1%
> CC1=C(C(=O)N2CCOCC2)CC(CC(=O)NC2CCCC2)C(=O)N1Cc1ccc(F)cc1 (stereo not given)
  A: .; B: -5%; C: i; D: .; E: 9%; F: -6%; G: .; H: -16; I: 0.0%
> O=C(O)c1nn(Cc2ncc(-c3cccc(Cl)c3)o2)c(=O)c2ccccc12
  A: 13%; B: 9%; C: i; D: -13%; E: -3%; F: 7%; G: 10%; H: 2.3; I: 3.5%
> Cc1cccc(N2CCN(c3nc4ccccc4c4nc(-c5ccccc5)nn34)CC2)c1C
  A: 1%; B: -1%; C: .; D: .; E: 0%; F: -20%; G: 1%; H: .; I: -0.8%
> O=C(Nc1cccc(Cl)c1)Nc1ccccc1C(=O)NCc1ccco1
  A: .; B: -13%; C: i; D: 0%; E: 16%; F: -8%; G: 2%; H: 2.6; I: ?
> CCCCCc1nnc(NC(=O)c2ccc3nc[nH]c3c2)s1
  A: -23%; B: -4%; C: i; D: 1%; E: -2%; F: 2%; G: 1%; H: 1.7; I: 0.0%
> Cc1ccc(OCc2nnc(SCC(=O)Nc3cccc4ccccc34)n2-c2ccccc2)cc1
  A: ?; B: -15%; C: i; D: 1%; E: -4%; F: ?; G: -29%; H: -1.3; I: -0.3%

Compounds were not picked by outcome; any-hit rate near 4.3%.
